Bioassay records from PubChem BioAssay.
RAD52 inh: RAD52 DNA annealing inhibitors, primary screen, biochemical, FRET, single point, set 2; inhibition, % at 18.7 µM; DNA repair protein RAD52 homolog (Homo sapiens), P43351; actives 0.46% (n = 360,000); recombinant RAD52 DNA annealing, FRET fluorescence;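 active = every replicate showing at least 50% inhibition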
Target sequence (P43351 whole entry, looked up): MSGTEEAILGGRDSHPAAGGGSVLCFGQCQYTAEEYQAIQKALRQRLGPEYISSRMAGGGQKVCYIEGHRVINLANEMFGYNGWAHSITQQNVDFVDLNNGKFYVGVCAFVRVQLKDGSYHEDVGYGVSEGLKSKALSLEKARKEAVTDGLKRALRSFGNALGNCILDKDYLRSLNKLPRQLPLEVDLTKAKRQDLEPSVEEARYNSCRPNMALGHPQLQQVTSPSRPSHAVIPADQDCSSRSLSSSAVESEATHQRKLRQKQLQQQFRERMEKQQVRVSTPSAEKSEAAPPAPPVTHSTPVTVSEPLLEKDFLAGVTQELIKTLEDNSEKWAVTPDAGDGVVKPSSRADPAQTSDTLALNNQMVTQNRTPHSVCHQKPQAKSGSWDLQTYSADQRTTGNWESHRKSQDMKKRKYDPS
CFTR F508del cor: F508del CFTR correction, initial screen, CFBE line, single point. CFBE cells, YFP halide quenching; stimulated with forskolin plus potentiator P3; % fluorescence drop versus neutral controls. activity (quench increase), % at 7.58 µM. actives 0.36% (n = 350,000). AID 720511, 2013;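 active = mean added fluorescence quench of at least 8% versus neutral control, with both replicates also reaching 8%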;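 also: cells transiently co-express mutant CFTR-F508del with the halide-sensitive YFP; corrector assay measuring rescue of mutant channel to the surface after 24 h compound exposure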
Xi reactivation: activators of inactive X chromosome reactivation, primary screen, imaging, XiGFP fibroblasts, GFP high-content imaging, set 2 | activation, % at 7.58 µM | actives 0.055% (n = 360,000) | AID 743238, 2013 | XiGFP mouse fibroblasts, % GFP-positive cells imaging, 3 d; cells co-treated with 5-aza-dC sensitizer; scaled so ellipticine positive control = 100%;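 active = mean normalized replicate activation at least 10% and every replicate at or above 10%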;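 also: 0% = median of on-plate neutral control wells and 100% = ellipticine 6 µM median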
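System: 68-5-11 XiGFP fibroblast line | Buffer or medium: DMEM containing 5-aza-dC | Compound: Single point | Times: Compounds 3 days, fix/stain 15 min at room temperature | Benchmarks: Positive control ellipticine, 6 µM final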
ARNT TACC3 PPI: disruptors of ARNT/TACC3 protein interaction, primary screen, biochemical, AlphaScreen, single concentration | Transforming acidic coiled-coil-containing protein 3 (Homo sapiens), Q9Y6A5 | AlphaScreen His-ARNT PAS-B/GST-TACC3 binding, luminescence; TACC3 fragment carries E629A point mutation | inhibition, % at 9.99 µM | actives 0.66% (n = 390,000);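 active = mean inhibition of replicates at least 50% and at least half of replicates each reaching 50%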;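 also: 0% = complete ARNT plus TACC3 wells and 100% = ARNT alone without TACC3; many hits fall short of the cut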
ERAP1 inh: human ERAP1 aminopeptidase inhibitors, primary screen, biochemical, single point, plate reader; Endoplasmic reticulum aminopeptidase 1 (Homo sapiens), Q9NZ08; recombinant ERAP1, Leu-AMC fluorescence, 60 min; inhibition, % at 10.7 µM; actives 0.15% (n = 340,000); AID 652197, 2013;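 active = mean replicate inhibition of at least 30%, or all replicates individually reaching that 30% level; inactive = mean below 30% and not every replicate reaching it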;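 also: 0% = neutral control wells and 100% = L-leucinethiol positive control wells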
INS-1E GSIS act: GLuc luminescence reporter in INS-1E cells, primary screen for activators of glucose-dependent secretion of insulin | activation, % at 16.6 µM | AID 743287, 2014 | INS-1E GLuc reporter insulin secretion, 2-3 h | actives 0.61% (n = 370,000);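 active = lowest replicate activation of at least 40%, so every replicate reaches that level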;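 also: 0% = median of neutral control wells and 100% = median of IBMX positive control wells; some compounds called inactive have numbers as strong as hits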
RAD54 inh: inhibitors of human RAD54 branch migration, primary screen, biochemical, fluorescence, single point. RAD54 Holliday junction branch migration, FAM/BHQ fluorescence. inhibition, % at 10.4 µM. actives 0.14% (n = 360,000);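 active = mean normalized replicate activity at least 40 and at least half of replicates scoring 40 or more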;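 also: 0% = median of neutral control wells and 100% = median of positive control wells; inhibitors cause a drop in the FAM fluorescence signal; in these data hits start at about 50%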
esBAF inh: Bmi1 luciferase reporter increase in mESCs, primary screen, esBAF inhibitor project, mouse ES cells, Bmi1 luciferase knock-in, single point; 24 h; 100% = twice the neutral-well signal; reporter increase, % at 12.5 µM; AID 602393, 2012; actives 2% (n = 350,000); in the data active = activation above about 40%;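 also: 0% = median of the plate's neutral control wells and 100% = double that signal; a rise in the Bmi1 reporter signal indicates esBAF inhibition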
Starred values were filed as active, the others as inactive; · = not tested or not shown.

[1] COCCNC(=S)N1CCN(c2nc(-c3ccccc3)cs2)CC1
[2] CN(C)CC#Cc1ccc([C@@H]2[C@@H](CO)N3C(=O)CN(C(=O)CN(C)C)C[C@H]23)cc1
[3] C[C@@H]1CN([C@@H](C)CO)C(=O)c2cc(NS(=O)(=O)c3cn(C)cn3)ccc2O[C@@H](C)CCCCO[C@@H]1CN(C)S(=O)(=O)c1ccccc1
[4] CN1C(=O)c2cc(NC(=O)c3cccc(Cl)c3)ccc2OC[C@@H]2O[C@H](CC(=O)NC3CCCCC3)CC[C@@H]21
[5] CCOC(=O)c1cc2ccccc2n1CCN(CC)CC
[6] Cc1noc(C)c1S(=O)(=O)Nc1cccc2c1O[C@@H](CN(C)Cc1ccc(-c3ccccc3)cc1)[C@@H](C)CN([C@H](C)CO)C2=O

screen / no.,1,2,3,4,5,6
RAD52 inh,-7,34,4,·,·,·
CFTR F508del cor,0.3,1.0,-0.3,0.7,·,-1.5
Xi reactivation,0.1,0.0,0.1,0.0,·,0.2
ARNT TACC3 PPI,2,·,-4,19,3,·
ERAP1 inh,-3,-2,0,·,·,·
INS-1E GSIS act,7,2,2,-1,10,-15
RAD54 inh,0,·,-6,-6,-13,·
esBAF inh,-7,·,-1,35,-10,2

[7] COc1ccc(NC(=O)C2CCCN2C(=O)OC(C)(C)C)cc1 (stereo unspecified)
[8] O=S(=O)(c1cccc(F)c1)N1CCCN(c2ccc(C(F)(F)F)cn2)CC1
[9] Cc1ccc(C)c(NC(=O)NCc2ccccn2)c1
[10] Cc1noc(C)c1NC(=O)Nc1ccc2c(c1)C(=O)N([C@H](C)CO)C[C@H](C)[C@@H](CN(C)C(=O)Nc1ccc3c(c1)OCO3)OCCCC[C@H](C)O2
[11] CC1CC(C)CN(CC(=O)NNC(=O)COc2ccc(Cl)cc2)C1 (stereo unspecified)
[12] C[C@H](CO)N1C[C@H](C)[C@H](CN(C)C(=O)Nc2cccc3ccccc23)Oc2c(NS(=O)(=O)c3ccc(F)cc3)cccc2C1=O

screen / no.,7,8,9,10,11,12
RAD52 inh,-2,-2,-11,0,-10,-2
CFTR F508del cor,-0.3,-0.3,-1.0,-0.4,-2.4,-2.2
Xi reactivation,0.0,0.2,0.1,0.2,-0.1,0.0
ARNT TACC3 PPI,-2,-15,-6,-2,-15,3
ERAP1 inh,5,·,2,0,1,-1
INS-1E GSIS act,2,-50,1,10,-11,-14
RAD54 inh,1,1,6,-6,0,-1
esBAF inh,-1,·,·,2,-4,-1

[13] COc1ccc(-c2nc(CSCC(=O)N3CCc4ccccc4C3)c(C)o2)cc1OC
[14] O=C(c1ccco1)N1CCN(C(=O)c2cc3ccccc3oc2=O)CC1
[15] Cc1ccc2nc3c(cc2c1)c(NC(=O)c1ccco1)nn3CC(C)C
[16] Cc1c(C)c2c(OCC(=O)NC3CC3)cc3c(c2oc1=O)CCC(C)(C)O3
[17] O=C(c1c[nH]c(C(=O)C(Cl)(Cl)Cl)c1)c1ccccc1F
[18] CCCn1nc(C(=O)OCC(=O)Nc2cccc(S(N)(=O)=O)c2)c2ccccc2c1=O

screen / no.,13,14,15,16,17,18
RAD52 inh,-41,-13,-6,0,-15,-4
CFTR F508del cor,-0.6,-1.7,-4.3,4.1,·,-3.1
Xi reactivation,0.4,0.0,0.0,·,0.3,0.0
ARNT TACC3 PPI,·,5,-7,0,1,8
ERAP1 inh,·,3,-1,0,0,-1
INS-1E GSIS act,-3,-13,·,·,6,·
RAD54 inh,-3,1,·,12,17,-2
esBAF inh,4,5,2,-3,-7,-7

[19] CO[C@H](CN(C)C(=O)c1ccc2c(c1)OCO2)[C@H](C)CN([C@@H](C)CO)S(=O)(=O)c1ccccc1
[20] COc1cccc(NC(=O)CCNS(=O)(=O)c2cccc3nsnc23)c1
[21] O=C(Cc1n[nH]c(=O)c2ccccc12)N1CCN(c2ccc(F)cc2)CC1
[22] C/C=C/c1ccc([C@@H]2[C@@H](C#N)N(c3nc(-c4ccccc4)cs3)[C@H]2CO)cc1
[23] O=C(C[C@@H]1CC[C@@H]2[C@H](COC[C@H](O)CN2C(=O)c2cnccn2)O1)NCc1ccccc1
[24] CCN(CC)CCNC(=O)CCn1nc(-c2ccc(Cl)cc2)ccc1=O

screen / no.,19,20,21,22,23,24
RAD52 inh,2,7,-26,-21,4,-5
CFTR F508del cor,-0.7,4.3,1.0,-2.9,-3.1,-0.7
Xi reactivation,0.1,0.0,0.1,0.3,0.2,0.3
ARNT TACC3 PPI,-3,-1,0,18,9,-2
ERAP1 inh,0,-4,-2,1,-2,-2
INS-1E GSIS act,3,28,0,5,19,2
RAD54 inh,1,·,·,1,4,0
esBAF inh,-5,·,·,-2,2,-3

Part of the list above, showing only CFTR F508del cor and RAD54 inh:
entry	Compound	CFTR F508del cor	RAD54 inh
18	CCCn1nc(C(=O)OCC(=O)Nc2cccc(S(N)(=O)=O)c2)c2ccccc2c1=O	-3.1	-2
19	CO[C@H](CN(C)C(=O)c1ccc2c(c1)OCO2)[C@H](C)CN([C@@H](C)CO)S(=O)(=O)c1ccccc1	-0.7	1
20	COc1cccc(NC(=O)CCNS(=O)(=O)c2cccc3nsnc23)c1	4.3	·

More entries
[25] COc1ccc(NC(=O)Nc2cccc3c2O[C@H](CN(C)S(=O)(=O)c2ccc(F)cc2)[C@H](C)CN([C@H](C)CO)C3=O)cc1
[26] Cc1ccc(C(C)C)c(OCC(=O)NNC(=O)Cc2ccc(S(=O)(=O)N3CCOCC3)s2)c1
[27] CCNC(=O)N(CC)C[C@H]1N[C@@](Cc2ccccc2)(C(=O)OC)[C@H]2C(=O)N(Cc3ccccc3)C(=O)[C@@H]12
[28] O=C(Nc1ccc(F)cc1)N[C@H]1CC[C@H](CCNS(=O)(=O)c2cccc(Cl)c2)O[C@H]1CO
[29] OC1(C#CCN2CCCC2)CCCCC1
[30] CCOC(=O)CC(=O)CSc1ncnc2c1nnn2-c1ccc(OC)cc1

screen / no.,25,26,27,28,29,30
RAD52 inh,·,-13,-2,10,1,-10
CFTR F508del cor,5.2,2.4,3.6,2.1,1.6,-0.3
Xi reactivation,-1.1,0.1,0.1,-0.2,0.0,0.7
ARNT TACC3 PPI,2,-1,-3,-1,-2,2
ERAP1 inh,·,1,0,1,-1,0
INS-1E GSIS act,8,-33,12,-11,·,8
RAD54 inh,-5,3,-6,-2,-9,·
esBAF inh,17,-1,-3,10,3,·

[31] Cc1c(Cl)cccc1NC(=O)C1NC(=O)CC1c1ccccc1 (stereo unspecified)
[32] CCCCN1CC(N2CCN(C)CC2)CS1(=O)=O (stereo unspecified)
[33] Cc1ccccc1N1CCN(C2CCCN(C(=O)CCN3CCCCO3)C2)CC1 (stereo unspecified)
[34] Cc1ccc(CN2CC(C(=O)Nc3ccc(S(=O)(=O)N4CCCCC4)cc3)CC2=O)cc1 (stereo unspecified)
[35] CC(C)N(CCNC(=O)c1ccc(OCC2CCCO2)cc1)C(C)C (stereo unspecified)
[36] CC(=O)Nc1cccc2c1C(=O)N(c1ccc(OC(C)=O)cc1)C2=O

screen / no.,31,32,33,34,35,36
RAD52 inh,-5,-2,-6,-24,-9,-18
CFTR F508del cor,-1.1,2.3,-2.4,-3.4,0.1,1.8
Xi reactivation,0.1,·,0.0,-0.3,0.0,0.0
ARNT TACC3 PPI,4,·,-9,20,1,-6
ERAP1 inh,-2,-1,3,1,-1,2
INS-1E GSIS act,12,2,-13,-38,5,7
RAD54 inh,6,4,-7,-5,-1,·
esBAF inh,2,0,11,·,-7,·

[37] O=C(COC(=O)c1ccc(F)cc1F)Nc1cccc(S(=O)(=O)N2CCOCC2)c1
[38] O=C(O)c1cccc(N2C(=O)c3ccc(C(=O)c4cccc([N+](=O)[O-])c4)cc3C2=O)c1
[39] COc1ccc(N2CCN(C3CCCN(C(=O)CN4CCCCC4=O)C3)CC2)cc1 (stereo unspecified)
[40] CS(=O)(=O)N(CC(=O)Nc1cccnc1)c1ccc2c(c1)OCO2
[41] C[C@H](NC(=O)C[C@@H]1C[C@H]2c3cc(N(C)C)ccc3O[C@H]2[C@H](CO)O1)c1ccccc1
[42] COCC(=O)Nc1ccc2c(c1)OC[C@H](C)N(CCC(F)(F)F)C[C@@H](C)[C@@H](OC)CN(C)C2=O

screen / no.,37,38,39,40,41,42
RAD52 inh,3,-18,-7,·,-120,-4
CFTR F508del cor,2.6,-2.5,0.6,·,3.5,-0.8
Xi reactivation,-0.1,-0.7,0.0,·,0.1,-0.2
ARNT TACC3 PPI,-1,-3,-3,-1,23,-1
ERAP1 inh,0,-3,-2,·,1,3
INS-1E GSIS act,-4,-15,8,-1,9,-2
RAD54 inh,12,·,6,0,-3,5
esBAF inh,15,-10,2,-6,-1,-2

[43] CCOc1cccc(OCCOCCN(C)C)c1
[44] Cc1ccc(NC(=O)C(C)N2CCN(C)CC2)cc1S(=O)(=O)N1CCOCC1 (stereo unspecified)
[45] C[C@H](CO)N1C[C@H](C)[C@@H](CN(C)CC2CCOCC2)Oc2cc(C#Cc3cccnc3)ccc2S1(=O)=O
[46] Cc1cc(C)cc(C(=O)NC(CC(N)=O)c2ccc(N3CCC(Br)CC3)c([N+](=O)[O-])c2)c1 (stereo unspecified)
[47] COc1cc2nc(CN(C)Cc3ccc(Cl)cc3)[nH]c(=O)c2cc1OC
[48] NS(=O)(=O)c1ccc(S(=O)(=O)N2CCCC(c3ccccc3)C2)cc1 (stereo unspecified)

screen / no.,43,44,45,46,47,48
RAD52 inh,·,-8,20,-2,-2,-5
CFTR F508del cor,·,-1.9,-0.7,-0.3,0.8,6.3
Xi reactivation,-0.1,0.2,-1.1,0.3,0.0,0.0
ARNT TACC3 PPI,0,-6,-6,8,-2,·
ERAP1 inh,·,-2,1,1,4,6
INS-1E GSIS act,13,6,-11,·,-4,-11
RAD54 inh,1,3,6,-18,·,3
esBAF inh,·,0,6,3,·,-1

Values in list order from the entries so far:
INS-1E GSIS act, nos. 43 to 48 → 13, 6, -11, ·, -4, -11

Further compounds follow:
[49] CCOc1ccc(C(=O)NC(C)C2COc3ccccc3O2)cc1 (stereo unspecified)
[50] CC(=O)N1CCN(c2ccc(NS(=O)(=O)c3ccc(C)cc3)cc2)CC1
[51] Cc1ccc(-c2nc(CS(=O)(=O)CC(=O)NCc3ccc4c(c3)OCO4)c(C)o2)cc1
[52] CC=Cc1ccc2n(c1=O)C[C@H]1[C@H](CO)[C@@H](C(=O)Nc3ccccc3)[C@@H]2N1C(=O)CC (mixture of isomers)
[53] COc1cccc(C2=NN(C(=O)C3CC3)C(O)(C(F)(F)F)C2)c1 (stereo unspecified)
[54] COc1ccc(S(=O)(=O)N(C)C[C@H]2OCCCC[C@H](C)Oc3ccc(NC(=O)C4CCCCC4)cc3C(=O)N([C@H](C)CO)C[C@@H]2C)cc1
[55] CC(C)C(=O)Nc1ccc2c(c1)C(=O)N(C)[C@@H]1CC[C@H](CC(=O)NCCCN(C)C)O[C@@H]1CO2

screen / no.,49,50,51,52,53,54,55
RAD52 inh,-12,11,-11,7,3,-22,·
CFTR F508del cor,0.8,-1.9,-0.2,-2.3,-3.1,-0.8,-2.4
Xi reactivation,0.1,0.6,0.0,0.1,0.0,-0.2,0.2
ARNT TACC3 PPI,-1,-11,-3,-4,·,1,18
ERAP1 inh,-1,4,-2,0,-1,0,·
INS-1E GSIS act,-19,4,-9,11,2,-10,18
RAD54 inh,4,-2,-2,-5,1,0,2
esBAF inh,10,4,6,-2,2,-1,-3
